All columns: NCI-60 one-dose screen, growth in % after 48 h at 10 µM unless noted; 100 = growth as untreated, 0 = no growth, -100 = all killed.
MDA-MB-231: MDA-MB-231 breast cancer; 81,000 tested, 5% active; AID 1794789
SR: SR leukemia cells; 73,000 tested, 8.7% active; AID 1794780
MDA-MB-468: MDA-MB-468 breast cancer; 78,000 tested, 8.5% active
MOLT-4: MOLT-4 leukemia cells; 80,000 tested, 6.9% active
RPMI-8226: RPMI-8226 leukemia cells. AID 1794781. 77,000 tested, 7.5% active
MCF7: MCF7 breast cancer | 82,000 tested, 6.3% active
MDA-MB-435: MDA-MB-435 melanoma. 82,000 tested, 7.8% active
K-562: K-562 leukemia | 78,000 tested, 7.4% active
Starred values were filed as active, the others as inactive; . = no result given. Rule for the calls: active = growth percent below 10; inactive = the rest.

SMILES | MDA-MB-231 | SR | MDA-MB-468 | MOLT-4 | RPMI-8226 | MCF7 | MDA-MB-435 | K-562
CN(C)c1oc(-c2ccccc2)nc1C#N | 99 | 100 | 97 | 99 | 98 | 88 | 99 | 94
O=S(=O)(CCCl)c1ccc(Cl)cc1 | 86 | 11 | 22 | 25 | 26 | 37 | 23 | 24
O=C1c2ccc3c4c(ccc(c24)C(=O)N1CCCNCc1ccccc1F)C(=O)N(CCCNCc1ccccc1F)C3=O | -7.5* | -38* | -95* | -29* | -32* | -80* | -74* | -28*
CCCCCCCC/C=C\CCCCCCCCOc1cccc(CCOP(=O)(O)OCC[N+](C)(C)C)c1 | 86 | 52 | 82 | 79 | 60 | 88 | 91 | 92
C/C(=C\[C@H]1C[C@](C)(O)[C@H]2[C@@H](C[C@@]3(C)[C@@H]4CC=C5[C@@H](CC[C@H](O)C5(C)C)[C@]4(C)C(=O)C[C@]23C)O1)CO | 110 | 94 | 104 | 96 | 104 | 103 | 108 | 81
O=C(Nc1ccccc1Cl)Oc1ccc(Cl)cc1Cl | 96 | 71 | 91 | 87 | 59 | 100 | 94 | 74
O=C(O)c1ccc(NC(=S)Nc2ccc(S(=O)(=O)Nc3ccccn3)cc2)cc1 | 100 | 93 | 107 | 104 | 99 | 105 | . | 97
O=C(O)c1ccccc1-c1c2ccc(=O)c(Cl)c-2oc2c(Cl)c(O)ccc12 | 117 | 110 | 109 | 114 | 103 | 99 | 106 | 113
CCCCCCCCCCCC[n+]1ccc(CCCCCCCCC)cc1 | -81* | -32* | -54* | -45* | -55* | -5.4* | -86* | -37*
Cc1ccc(Nc2cc(=S)nc(N)[nH]2)cc1 | 102 | . | 94 | . | 95 | 100 | 108 | .
NS(=O)(=O)c1cn(-c2ncnc3nc[nH]c23)ccc1=O | 89 | 132 | . | 100 | 75 | 104 | 103 | 85
CCOC(=O)c1c2ncccc2n2c(=O)n(-c3ccccc3C)nnc12 | 104 | 60 | . | 61 | 158 | 77 | 116 | 86
CNCCCNc1nc2ccccc2c2c(=O)c3cc(Cl)ccc3sc12 | -59* | -40* | 18 | -42* | -25* | -77* | -19* | -70*
O=[N+]([O-])c1[nH]cnc1/C=C\c1ccccc1 | 99 | 98 | 91 | 101 | 72 | 90 | 94 | 88
O=C1Nc2ccc(F)cc2/C1=C\c1c(-c2ccccc2)nc2ccccn12 | 73 | . | 36 | 51 | 86 | 61 | -10* | .
COc1nc(Cl)nc2c1ncn2CC#CCCl | 86 | 71 | 73 | 84 | . | 75 | 96 | 103
CC(=O)N1N=C(c2ccc(F)cc2)CC1c1ccc2c(c1)OCO2 (stereo not drawn) | 105 | 100 | 109 | 87 | 87 | 95 | 103 | 96
CCOc1ccc2cc(S(=O)(=O)O)ccc2c1N | 112 | 85 | . | 76 | 86 | 92 | 107 | 111
COc1ccc(C2c3cccn3-c3ccccc3N2C(C)=O)cc1OC (stereo not drawn) | 118 | 98 | 97 | 95 | 94 | 110 | 103 | 104
COc1cccc(C(=O)NNc2nc(Cl)nc(N3CCN(C(c4ccccc4)c4ccccc4)CC3)n2)c1 | 59 | -24* | -17* | 4.5* | 88 | 88 | 97 | -35*
CCSCC1CC(O)(c2ccccc2)CC(c2ccc(Cl)cc2)O1 (stereo not drawn) | 86 | 92 | 84 | 60 | 74 | 76 | 99 | 58
CC1(C)OC1(C#N)c1ccccc1 (stereo not drawn) | 91 | 119 | 113 | 98 | 106 | 98 | 104 | 109
Cc1nn(-c2ccccc2)c(Oc2ccccc2)c1/C=N/NC(=O)Cn1c(=O)sc2ccccc21 | 54 | 38 | 14 | 10 | 34 | 25 | 54 | 25
O=C(CCc1nnc(-c2cccnc2)o1)c1nc2ncccc2[nH]1 | 122 | 120 | 86 | 129 | 106 | 100 | 103 | 111
O=C(Nc1ccccc1)C(Cl)=C1C(Cl)=C(Cl)C(Cl)=C1Cl | 99 | 86 | 77 | 93 | 88 | 81 | 97 | 83
COc1ccc(C(=O)Nc2cc(C)nc3ccccc23)cc1 | 98 | . | 91 | . | 98 | 96 | 107 | .
Cc1cccc(NC2CNC(=O)NC2=O)c1 (stereo not drawn) | 105 | 97 | 96 | 96 | 103 | 100 | 114 | 98
CC1Cc2c(nc[nH]c2=O)N(C)c2ccccc21 (stereo not drawn) | . | 93 | 97 | 103 | . | 86 | 99 | 101
Cc1ccc2c(N/N=C\c3ccco3)cc(C)nc2n1 | 69 | -8.7* | 70 | 37 | 65 | 72 | 37 | 37
CC(C)C(=O)Nc1ccc(Cl)c(Cl)c1 | 113 | 89 | . | 89 | 104 | 98 | 108 | 95
COc1ccc(S(=O)(=O)NCCNc2nccc(-c3c(-c4cccc(OC)c4)nc4occn34)n2)cc1 | 102 | 103 | 90 | 83 | 100 | 95 | 93 | 90
Cc1nc(N)sc1C(=O)NCCO | 101 | 161 | 97 | 155 | 115 | 98 | 128 | 145
COc1ccc(C(=O)Nc2ccccc2[N+](=O)[O-])cc1 | 108 | 97 | 111 | 100 | 98 | 99 | 96 | 101
Fc1cccc(Cn2cc(CSc3nc4ccccc4s3)nn2)c1 | 89 | 70 | 98 | 99 | 107 | 94 | 104 | 93
O=[N+]([O-])c1cccc(NCn2c(=S)sc3ccccc32)c1 | 86 | . | . | 94 | 95 | 96 | 107 | 105
COC(=O)Cc1[nH]c(SC)nc1C(=O)OC | 91 | 106 | 94 | 97 | 99 | 95 | 108 | 101
CC(/C=N/N=C1\C(=O)Nc2ccccc21)=C\c1ccccc1 | 99 | 87 | 89 | 86 | 84 | 92 | 107 | 74
C/C(=N\NC(=S)Nc1ccccc1)c1nnn(-c2ccc(Br)cc2)c1C | 45 | 35 | 77 | 58 | 66 | 46 | 75 | 49
CN(CCn1sc(=O)n(Cc2ccccc2)c1=O)Cc1ccc2c(Cl)cc(Cl)c(O)c2n1 | 46 | 39 | 42 | 28 | 45 | 30 | 56 | 14
CCOc1ccc(C=Nc2cc(C(C)C)c(O)cc2C)cc1OCC | 106 | 106 | 89 | 80 | 90 | 92 | 105 | 84
CCC(CC(C)C)Nc1ccc(NC(CC)CC(C)C)cc1 (stereo not drawn) | 93 | 49 | 71 | 35 | -5.4* | 89 | 107 | -4.3*
COc1ccc(-c2nn(-c3cccc(Cl)c3)cc2-c2c(C#N)c3n(c(=O)c2C#N)NC(c2ccccc2)N3)cc1 (stereo not drawn) | 72 | 48 | 84 | 39 | . | 53 | 65 | 43
Cc1ccccc1C1=N[C@@H](Cc2ccccc2)C(=O)c2c(nc3ccccn23)N1 | 104 | 122 | 104 | 111 | 98 | 85 | 99 | 113
FC(F)(F)C1(C2CNC2)N=N1 | 103 | 111 | 114 | 93 | 106 | 99 | 99 | 100
COc1ccc(-c2nn(-c3cccc(Cl)c3)cc2-c2c(C#N)c(N)nc3c2-c2ccccc2C3=O)cc1 | 104 | 104 | 102 | 108 | 105 | 85 | 108 | 128

Part of the list above, reduced to SR and RPMI-8226.
| compound | SR | RPMI-8226 |
| --- | --- | --- |
| COc1ccc(S(=O)(=O)NCCNc2nccc(-c3c(-c4cccc(OC)c4)nc4occn34)n2)cc1 | 103 | 100 |
| Cc1nc(N)sc1C(=O)NCCO | 161 | 115 |

Further structures follow:
SMILES | MDA-MB-231 | SR | MDA-MB-468 | MOLT-4 | RPMI-8226 | MCF7 | MDA-MB-435 | K-562
CC1(C)C(=O)COC1=O | 99 | 91 | 105 | 88 | . | 91 | 100 | 94
Oc1ccc(-c2nn(-c3ccccc3)cc2-c2nc3ccccc3o2)cc1 | 101 | 98 | 97 | 90 | 88 | 94 | 107 | 95
Brc1ccc2[nH]cc(-c3nonc3-c3c[nH]c4ccc(Br)cc34)c2c1 | 84 | 78 | 87 | 66 | 78 | 79 | 99 | 63
CCC/C=C(/C=O)CC | 98 | 105 | 113 | 96 | 121 | 89 | 100 | 91
CCOC(=O)c1cc(-c2nc3ccccc3s2)c(=O)n(NS(=O)(=O)c2ccc(Cl)cc2)c1N | 92 | 101 | 106 | 94 | 88 | 98 | 99 | 96
O=C(/C=C/c1ccccc1)c1ccccc1O | 91 | . | 64 | 70 | 27 | 27 | 81 | 52
CCc1ccc(CCN2C(=O)c3ccccc3C2=O)nc1 | 99 | 104 | . | 109 | . | 90 | 99 | 96
CCOC(=O)C1=C(C(=O)c2ccc(Br)cc2)C(c2ccc(Br)cc2)NC(=S)N1 (stereo not drawn) | 109 | 108 | 103 | 114 | 111 | 102 | 107 | 106
O=C(/C=C/c1ccc(F)cc1)N1CCN(C(=O)/C=C/c2ccc(C(F)(F)F)cc2)CC1 | 97 | 114 | 117 | 115 | 124 | 98 | 104 | 104
C[n+]1c2ccccc2c(NC2CCNCC2)c2[nH]c3ccccc3c21 | 17 | -24* | -73* | -13* | -41* | 1.1* | 31 | 13
COc1ccc(C(=O)c2c(N)c(C#N)cn2-c2ccc([N+](=O)[O-])cc2)cc1 | 99 | 95 | 109 | 105 | 108 | 95 | 81 | 104
COc1cccc(CN2C(=O)OC(C)(COC(C)=O)C2=O)c1OC (stereo not drawn) | 119 | 92 | 104 | 99 | 104 | 96 | 101 | 97
O=C1Nc2ccccc2/C1=N/c1nc(-c2ccc(Cl)cc2)cs1 | 68 | 60 | 59 | 25 | 39 | 53 | 72 | 48
CCN(CC)CCOc1ccc(C(=O)/C=C\c2ccc(Cl)cc2Cl)cc1 | 33 | -15* | 40 | -13* | -24* | -48* | 27 | 3.7*
Cc1cc(Br)ccc1N=c1scc(-c2ccc(Cl)cc2)n1C | 87 | 90 | 79 | 96 | 77 | 88 | 91 | 83
Nc1nc(Cl)c(C=O)c(Nc2ccccc2)n1 | 87 | 28 | 84 | 122 | 109 | 89 | 100 | 93
COc1cc(C2CC(=O)Nc3c2c(C)nn3-c2nc3ccccc3[nH]2)cc2c1OCC(=O)N2 (stereo not drawn) | 56 | . | 57 | -20* | 74 | 57 | 48 | 89
COc1ccc(-c2nc(/C=N/Nc3cc(C)nc4ccc(Br)cc34)c(C)o2)cc1 | -89* | -21* | -79* | -53* | -54* | -75* | -96* | -49*
COc1ccc(N2C(=O)/C(=C/C(Cl)=C/c3ccc([N+](=O)[O-])cc3)SC2=S)cc1 | 7.7* | -6.8* | -12* | 2.4* | -10.0* | 10 | -14* | 0.9*
CN1CCN(Cc2ccc(NC(=O)c3cncc(C#Cc4cnc5[nH]ncc5c4)c3)cc2C(F)(F)F)CC1 | -24* | 11 | 40 | 17 | 31 | 53 | 9.0* | 3.9*
Cn1c(=O)c(C#N)c(-c2ccco2)n2c(SCC3CO3)nnc12 (stereo not drawn) | 96 | 57 | 83 | 18 | 64 | 83 | 99 | 45
CC(C)Cc1cc(-c2cc(CC(C)C)on2)no1 | 112 | 108 | 114 | 108 | 111 | 102 | 111 | 107
Cc1ccc(Cc2cnc(NC(=O)c3cc(C)oc3C)s2)cc1 | 80 | 30 | 32 | 60 | 74 | 32 | 4.2* | 30
CCCCCCC(O)(c1ccc(F)cc1)C(CN1CCOCC1)c1ccccc1 (stereo not drawn) | 26 | 23 | 28 | 18 | 17 | 20 | 36 | 13
CC1=CC(C)(C)c2cc3c(cc21)C(C)(C)CCC3(C)C | 110 | 89 | 103 | 97 | 98 | 97 | 104 | 104
CN(N=O)C(=O)NC1C(NC(=O)N(C)N=O)N(C)C(=O)N1C (stereo not drawn) | 108 | 90 | 98 | 101 | 100 | 94 | 103 | 102

In the list so far, these contain an aryl methoxy group.
SMILES | MDA-MB-231 | SR | MDA-MB-468 | MOLT-4 | RPMI-8226 | MCF7 | MDA-MB-435 | K-562
COc1nc(Cl)nc2c1ncn2CC#CCCl | 86 | 71 | 73 | 84 | . | 75 | 96 | 103
COc1ccc(C2c3cccn3-c3ccccc3N2C(C)=O)cc1OC (stereo not drawn) | 118 | 98 | 97 | 95 | 94 | 110 | 103 | 104
COc1cccc(C(=O)NNc2nc(Cl)nc(N3CCN(C(c4ccccc4)c4ccccc4)CC3)n2)c1 | 59 | -24* | -17* | 4.5* | 88 | 88 | 97 | -35*
COc1ccc(C(=O)Nc2cc(C)nc3ccccc23)cc1 | 98 | . | 91 | . | 98 | 96 | 107 | .
COc1ccc(S(=O)(=O)NCCNc2nccc(-c3c(-c4cccc(OC)c4)nc4occn34)n2)cc1 | 102 | 103 | 90 | 83 | 100 | 95 | 93 | 90
COc1ccc(C(=O)Nc2ccccc2[N+](=O)[O-])cc1 | 108 | 97 | 111 | 100 | 98 | 99 | 96 | 101
COc1ccc(-c2nn(-c3cccc(Cl)c3)cc2-c2c(C#N)c3n(c(=O)c2C#N)NC(c2ccccc2)N3)cc1 (stereo not drawn) | 72 | 48 | 84 | 39 | . | 53 | 65 | 43
COc1ccc(-c2nn(-c3cccc(Cl)c3)cc2-c2c(C#N)c(N)nc3c2-c2ccccc2C3=O)cc1 | 104 | 104 | 102 | 108 | 105 | 85 | 108 | 128
COc1ccc(C(=O)c2c(N)c(C#N)cn2-c2ccc([N+](=O)[O-])cc2)cc1 | 99 | 95 | 109 | 105 | 108 | 95 | 81 | 104
COc1cccc(CN2C(=O)OC(C)(COC(C)=O)C2=O)c1OC (stereo not drawn) | 119 | 92 | 104 | 99 | 104 | 96 | 101 | 97
COc1cc(C2CC(=O)Nc3c2c(C)nn3-c2nc3ccccc3[nH]2)cc2c1OCC(=O)N2 (stereo not drawn) | 56 | . | 57 | -20* | 74 | 57 | 48 | 89
COc1ccc(-c2nc(/C=N/Nc3cc(C)nc4ccc(Br)cc34)c(C)o2)cc1 | -89* | -21* | -79* | -53* | -54* | -75* | -96* | -49*
COc1ccc(N2C(=O)/C(=C/C(Cl)=C/c3ccc([N+](=O)[O-])cc3)SC2=S)cc1 | 7.7* | -6.8* | -12* | 2.4* | -10.0* | 10 | -14* | 0.9*

Screening data: PubChem BioAssay, NCI
